GSK3B inh = human GSK3beta kinase inhibition. GST-GSK3beta kinase, ADP-Glo luminescence, 60 min; active compounds read low. activity score (negative = inhibition), % at 10 µM. AID 2097. 300,000 tested, 0.038% active. P49841;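 active means more than half of replicate wells score below -50%, meaning over 50% inhibition versus plate controls; inconclusive means some replicates but at most half score below -50%; inactive means no replicate scores below -50%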;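 further: 0% = median DMSO wells and -100% = median GW8510 positive control wells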
Target sequence (P49841 whole entry, looked up): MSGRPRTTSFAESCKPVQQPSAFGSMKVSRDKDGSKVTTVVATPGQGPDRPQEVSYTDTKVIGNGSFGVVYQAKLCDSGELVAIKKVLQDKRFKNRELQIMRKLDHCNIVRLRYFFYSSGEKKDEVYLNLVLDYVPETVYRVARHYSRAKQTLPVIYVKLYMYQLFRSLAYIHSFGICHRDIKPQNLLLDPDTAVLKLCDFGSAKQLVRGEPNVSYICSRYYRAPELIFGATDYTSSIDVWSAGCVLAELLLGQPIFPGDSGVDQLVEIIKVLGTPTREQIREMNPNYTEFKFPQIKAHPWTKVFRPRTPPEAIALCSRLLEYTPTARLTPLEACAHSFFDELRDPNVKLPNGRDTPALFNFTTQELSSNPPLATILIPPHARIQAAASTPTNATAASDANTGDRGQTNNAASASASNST
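Assay system: GST-fused GSK3beta enzyme, cell-free / Medium: Tris pH 7.5 buffer with MgCl2, DTT, BSA, heparin / Also added: peptide substrate plus 25 µM ATP (final) / Compound: 10 µM single point / Timing: kinase reaction with compound 60 min at room temperature / Detection: ADP-Glo luminescence / Benchmarks: DMSO neutral wells and GW8510 at 20 µM as positive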
KLF5 inhibitor = inhibitors of KLF5 expression; DLD-1 KLF5 promoter-luciferase reporter, luminescence; inhibition, % at 5 µM; 290,000 tested, 0.23% active;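 active means inhibition above a per-plate limit of that plate's mean compound inhibition plus 3 SD, cut at about 60% in these data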;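 further: 0% = DMSO wells and 100% = LY294002 at 200 µM; higher means less KLF5 promoter-driven luciferase light; inactives centre near -14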
HSF1 inh = HSF1 inhibition. NIH3T3-HGL HSE-luciferase, MG132-induced, luminescence 8 h; active compounds read low. activity change, negative = inhibition, % at 7.5 µM (by protocol). 300,000 tested, 0.77% active. AID 2098;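 active means more than half of replicate wells show activity change below -50%, luminescence cut by over half; inconclusive means some wells, but at most half, below -50%; inactive means no replicate well below -50%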;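 further: luciferase reports HSF-1 transcriptional activity via heat shock element; 0% = median of DMSO wells and -100% = zero luminescence signal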
AI-2 QS modul = modulators of Vibrio harveyi AI-2 quorum sensing system | Vibrio harveyi JMH597 AI-2 luminescence/OD600 ratio, 9 h; active compounds read low; strain lacks LuxN and CqsS sensors; 0 = neutral-control median | activity change, % at 7.5 µM | 300,000 tested, 0.4% active; in the data active means activity change below about -75%, passing the limit was not always enough; inconclusive means no clear call, values can overlap the other calls;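 further: luminescence divided by OD600 gain over 9 h not by final OD600 alone; inactives centre near 13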
HSF-1 act = increases HSF-1 driven luciferase reporter signal; NIH3T3-HGL HSF-1 luciferase reporter, MG132, 8 h; 100% = twice DMSO control signal; activation, % at 9 µM; 300,000 tested, 1.7% active;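 active means mean replicate activation of at least 50% with a set share of replicates each reaching 50%; inconclusive means only one of those two conditions met; inactive means mean below 50% and too few replicates reaching it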;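 further: 0% = median of the neutral control wells and 100% = twice that signal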
aSyn UTR inh = 5' untranslated region of α-synuclein, MLPCN primary screen; alpha-synuclein 5'UTR reporter, inhibitor activity; inhibition, % (tested at 7.5 µM); 300,000 tested, 0.82% active; in the data active means inhibition above about 60%; inconclusive means no clear call, values can overlap the other calls;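 further: H4 neuroglioblastoma cells stably carrying SNCA 5'UTR luciferase fusion; 0% = DMSO wells and 100% = positive control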
HSP90 inh = inhibitors of HSP90 luciferase refolding in rabbit reticulocyte lysate; luciferase refolding luminescence, 3 h; AID 1789; inhibition, % at 5.6 µM; 290,000 tested, 0.91% active;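 active means inhibition above the screen-wide mean plus 3 SD, computed separately per campaign, cut at about 16% in these data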;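 further: 0% = DMSO wells and 100% = 60 µM geldanamycin wells; inhibitors lower the luminescence because luciferase stays unfolded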
IEC-6 cytotox = IEC-6 cytotoxicity, counter-screen for KLF5 inhibitors; luminescence viability; inhibition, % at 5 µM; 290,000 tested, 0.78% active; AID 1825; in the data active means inhibition above about 22%;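 further: 0% = plate median of test compound wells and 100% = cytotoxic reference compound wells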
PolyA inh = inhibitors of polyadenylation in S. cerevisiae; 300,000 tested, 0.02% active; calls only at 12 µM; AID 1875; S. cerevisiae SKY197-pL101 polyadenylation reporter, beta-gal luminescence; efflux-impaired pdr1/pdr3 knockout yeast; score 100 = 6 SD above DMSO;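 active means lowest replicate activity score at least 50, where 100 means six control SD above control mean; inconclusive means lowest score under 50 but half or more replicates reach 50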;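 further: yeast exposed to compound for 9 h at 30 °C; higher score means more reporter readthrough which indicates perturbed polyadenylation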
GSK3A inh = blocks human GSK-3 alpha kinase; inhibition, % at 10 µM; ADP-Glo luminescence, 60 min; 320,000 tested, 0.1% active; P49840;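 in the data active means inhibition above about 50%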;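 further: GST-tagged GSK-3 alpha with peptide substrate and 25 µM ATP; 0% = DMSO neutral wells and 100% = GW8510 positive control wells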
Target sequence (P49840 whole entry, looked up): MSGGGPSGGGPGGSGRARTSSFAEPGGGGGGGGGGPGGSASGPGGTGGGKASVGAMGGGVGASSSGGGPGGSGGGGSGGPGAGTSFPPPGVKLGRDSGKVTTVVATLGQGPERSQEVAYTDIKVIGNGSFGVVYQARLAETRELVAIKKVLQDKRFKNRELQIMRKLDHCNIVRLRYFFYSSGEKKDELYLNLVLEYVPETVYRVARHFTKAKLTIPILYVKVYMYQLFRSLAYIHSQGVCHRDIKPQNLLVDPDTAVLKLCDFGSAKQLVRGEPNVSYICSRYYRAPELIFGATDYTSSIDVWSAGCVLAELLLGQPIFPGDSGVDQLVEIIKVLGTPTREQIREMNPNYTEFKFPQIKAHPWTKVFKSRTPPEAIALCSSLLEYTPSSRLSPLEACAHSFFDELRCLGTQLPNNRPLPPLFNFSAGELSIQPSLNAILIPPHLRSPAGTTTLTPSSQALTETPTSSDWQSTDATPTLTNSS
* hit, by the source's call; i = inactive; ? = inconclusive; . = not tested or not shown.

SMILES | GSK3B inh | KLF5 inhibitor | HSF1 inh | AI-2 QS modul | HSF-1 act | aSyn UTR inh | HSP90 inh | IEC-6 cytotox | PolyA inh | GSK3A inh
O=C(N/N=C/c1nn(-c2ccccc2)cc1-c1ccccc1)c1ccncc1 | 0.7 | -54.8 | 2.1 | 4.8 | -8.8 | -47.2 | 0.7 | -6.8 | i | .
Cc1cccc(CSc2ncnc3ccccc23)c1 | -0.1 | -14.4 | 4.3 | -10.9 | 6.4 | -39.1 | 1.3 | -6.6 | i | -3.2
Oc1ccc(N=Nc2ccc3c(c2)OCCO3)c2ncccc12 | -6.6 | 40.2 | 24.5 | 47.7 | 24.1 | 39.5 | 8.8 | 3.2 | i | -0.3
COc1ccc(/C=C2\SC(=S)N(CCCC(=O)Nc3ccc(O)cc3)C2=O)cc1 | -0.9 | 26.6 | -19.7 | 7.2 | -37.5 | 77.7* | 3.0 | -1.1 | i | 0.2
Cc1ccc2c(c1)N(C(=O)CCC(=O)NCc1cccnc1)CC(C)O2 (centres undefined) | 0.2 | -10.2 | -1.8 | 28.0 | 5.9 | 7.2 | -3.5 | -8.2 | i | -0.6
COc1ccccc1OCCCOc1ccc(C)cc1Br | -0.4 | -14.5 | 35.5 | 29.7 | 56.6* | -138.8 | -4.3 | -2.1 | i | 0.4
Cc1ccccc1C(=O)N1CCC(C(=O)O)CC1 | -0.7 | -14.6 | -11.5 | 9.4 | -6.3 | -0.4 | 4.9 | 6.8 | i | 0.4
CC(C)(C)C1(C)OC(=O)C(=Cc2ccc(OCC(=O)Nc3ccccc3)cc2)C(=O)O1 (centres undefined) | 2.4 | -16.1 | 3.6 | 24.7 | 4.6 | -84.1 | -0.9 | -0.6 | i | -2.9
CCC(=O)NC(=S)Nc1ccc2oc(-c3ccc(OC)cc3)nc2c1 | -0.7 | -21.4 | 17.2 | 13.7 | 10.2 | -168.6 | 9.8 | 4.4 | i | 2.6
COc1cccc(C(=O)Nc2nc3c(s2)CN(C)CC3)c1 | 2.7 | -51.8 | 29.9 | 12.8 | 28.6 | -85.0 | -4.7 | -10.9 | i | -1.9
COc1ccc(C(C(=O)NC2CCCC2)N(C(=O)c2ccoc2C)c2ccc(C)cc2)cc1 (centres undefined) | 3.1 | -19.3 | 5.5 | 20.7 | 5.3 | -10.0 | 2.9 | 1.6 | i | -4.3
CCOC(=O)c1cn(Cc2ccc(Cl)cc2Cl)c2cc(C)nn2c1=O | 0.2 | -24.3 | 18.5 | 10.3 | 0.6 | 26.2 | 4.5 | -4.9 | i | -2.1
CCn1c(SCC(=O)NCc2ccc3c(c2)OCO3)nnc1-c1ccco1 | 1.0 | -9.1 | 7.0 | 27.2 | 4.2 | 2.3 | -2.7 | 1.9 | i | 0.5
COc1cccc(C(=O)N(c2ccccc2)C2C=CS(=O)(=O)C2)c1 (centres undefined) | 2.0 | 0.9 | -33.2 | 34.2 | -44.2 | 2.2 | -0.7 | 6.4 | i | 0.0
CCC(=O)n1nc(-c2ccc(OC)cc2)nc1N | -27.0 | -10.8 | -3.1 | 13.9 | 2.0 | -11.2 | -0.5 | -3.8 | i | 0.0
COCCn1c(=O)c2c(nc3n2CCCN3Cc2ccccc2)n(C)c1=O | -0.8 | -16.9 | 0.7 | 26.8 | -7.0 | 19.3 | -4.4 | -1.8 | i | -0.5
O=C(CSc1nnc(Cc2cccs2)n1-c1ccccc1)NCc1ccc2c(c1)OCO2 | 9.4 | -5.6 | 9.2 | 53.1 | -4.7 | 13.6 | 0.5 | -0.6 | i | -3.3
CC(C)NC(=S)NC(=O)c1ccc(Cl)cc1Cl | -0.7 | -10.0 | 5.2 | 12.0 | 9.0 | 1.8 | -0.3 | -1.8 | i | 1.0
COc1ccccc1CNCC(=O)Nc1cc(S(=O)(=O)N2CCCCCC2)ccc1Cl | 1.3 | -10.2 | -1.4 | 26.0 | 3.5 | 17.0 | 6.3 | 3.5 | i | -1.3
COc1ccc(NC(=O)CSCC(=O)Nc2ccc(S(=O)(=O)N3CCCC3)cc2)cc1 | -1.3 | -11.7 | -0.8 | 0.4 | -3.5 | 8.0 | 4.9 | 3.1 | . | 2.7
COc1ccc(Cl)cc1-c1nc(-c2ccncc2)no1 | 4.1 | -27.3 | 5.1 | 19.9 | -0.3 | -51.1 | -3.5 | 3.3 | i | -2.8
CSCC[C@H](NC(=O)N1CCn2c1nc1ccccc12)C(=O)N[C@@H](C(=O)O)c1ccccc1 | 3.6 | -20.7 | 0.7 | 13.9 | -7.4 | 6.4 | -4.5 | 4.0 | i | -5.6
CC(=O)N1CCN(CC(=O)Nc2ccc3c(c2)CCC3)CC1 | 0.3 | 0.8 | -1.2 | 4.4 | 5.3 | -4.9 | 4.4 | -9.3 | i | 0.1
CC(O)CNCc1ccc(Cl)cc1Cl (centres undefined) | 1.3 | -41.4 | 3.6 | 7.7 | -4.5 | 8.6 | 3.3 | 1.2 | i | -1.5
C/C(=N/NC(=O)NC12CC3CC(CC(C3)C1)C2)c1ccccc1 | 1.4 | -25.0 | -0.3 | 13.4 | 4.6 | -22.7 | -0.2 | -7.3 | i | -2.1

Next section.
SMILES | GSK3B inh | KLF5 inhibitor | HSF1 inh | AI-2 QS modul | HSF-1 act | aSyn UTR inh | HSP90 inh | IEC-6 cytotox | PolyA inh | GSK3A inh
CC1CCCN(S(=O)(=O)c2cccc(-c3cn4cccnc4n3)c2)C1 (centres undefined) | 1.4 | -63.6 | 6.3 | 19.2 | -3.5 | 8.7 | 1.9 | 3.6 | i | .
COc1ccc(CNC(=O)CCC(=O)Nc2ccc(Cl)cc2)cc1 | -6.5 | -9.4 | -1.1 | -2.5 | -6.1 | 1.2 | 5.2 | 6.2 | i | -2.3
O=C(Cn1cnc2ccccc2c1=O)c1ccc(Cl)cc1 | 0.6 | -100.7 | 6.5 | -31.0 | 47.5 | -90.3 | 0.0 | 3.2 | i | .
O=C(Nc1ccccc1)C1=C[C@H](C2CCCCC2)C[C@H](OCc2ccc(CO)cc2)O1 | 1.8 | 5.7 | -4.3 | 22.9 | -5.6 | -0.2 | 1.2 | 2.9 | i | -3.4
COC(=O)c1ccc(C(=O)OC)c(NC(=O)CN(C)Cc2ccccc2)c1 | 4.3 | -11.1 | -7.2 | -3.0 | 2.3 | 8.1 | 2.3 | 5.7 | i | -3.6
Cc1ccc(NC(=O)Cn2nc(C)c3ccccc3c2=O)c(C)c1 | 1.8 | 5.7 | -7.2 | 9.1 | 3.8 | 5.4 | -0.1 | 2.8 | i | 5.5
COc1cc(CN2CCC(n3nccc3NC(=O)C3CCOC3)CC2)ccc1F (centres undefined) | 3.6 | -13.1 | -7.1 | 4.8 | -9.8 | -13.1 | 2.5 | -1.2 | i | -0.7
CC(C)C(NC(=O)c1ccc2c(c1)OCCO2)c1nc2ccccc2[nH]1 (centres undefined) | 4.7 | 10.3 | -1.6 | 23.8 | 13.7 | 3.4 | -0.9 | 0.9 | i | 1.3
CCc1ccc(S(=O)(=O)Nc2cccc(-c3ccc4nnc(C)n4n3)c2)s1 | -0.3 | . | 8.1 | 15.2 | -3.1 | 33.9 | . | . | i | -0.5
O=C(NCc1cccnc1)C1c2ccccc2C(=O)N1C1CCCCCC1 (centres undefined) | 2.1 | -5.5 | -8.1 | 8.8 | -11.5 | 14.0 | -0.7 | -5.4 | i | -0.6
COc1ccccc1C(=O)Nc1nnc(-c2ccccc2)s1 | 0.3 | -48.1 | 32.4 | 14.8 | ? | -152.9 | -1.2 | 15.5 | i | -2.0
CC1(C)C2CCC1(CS(=O)(=O)N1CCCc3ccccc31)C(=O)C2 (centres undefined) | -0.7 | 8.0 | -0.8 | 23.6 | 12.6 | 10.0 | -2.9 | 2.5 | i | -2.0
Cc1cccc(NC(=O)Nc2cc(C)cc(C)n2)c1 | -1.7 | -116.9 | 19.4 | 21.8 | 53.3* | -183.7 | 0.6 | 6.2 | i | 4.7
CCCCOP(=O)(c1ccc(N(C)C)cc1)C(O)c1ccccc1F (centres undefined) | 1.0 | -22.1 | 7.3 | 13.4 | 36.7 | 4.1 | 0.7 | -0.4 | i | -1.7
O=C(c1cn(-c2ccccc2)nc1-c1ccncc1)N1CCCCC1 | 0.8 | 0.1 | -0.9 | 12.9 | 1.1 | 18.8 | -0.1 | -1.2 | i | 0.4
COCCOC(=O)c1[nH]c2c(c1C)C(=O)CC(c1cc(OC)ccc1OC)C2 (centres undefined) | 0.3 | 22.2 | 4.0 | 16.4 | 9.7 | -27.2 | -3.2 | 3.4 | i | .
O=C(NCc1ccccn1)c1cc(S(=O)(=O)N2CCN(c3ccccc3)CC2)ccc1Cl | -1.4 | 1.7 | 7.3 | 39.2 | 22.5 | -15.5 | -0.5 | -7.2 | i | -0.6
CC(C)[C@@H](N)C(=O)N/N=C/c1ccc2ncccc2c1 | -4.1 | -17.5 | 0.0 | 9.2 | 1.7 | -37.6 | 1.0 | -6.8 | i | -2.7
O=C(N/N=C/c1ccc([N+](=O)[O-])o1)c1sc2ccccc2c1Cl | -19.1 | -19.5 | -5.6 | 22.0 | -10.5 | -58.5 | -0.6 | -12.5 | i | 0.3
COC(=O)c1cccc(NC(=O)c2cnoc2C)c1 | -0.5 | -22.1 | -6.4 | 7.2 | 1.1 | 7.9 | 4.6 | 2.8 | i | -2.9
COc1ccc(/C=C(\NC(=O)c2ccc(OC)c(OC)c2)C(=O)N2CCN(C)CC2)cc1 | -0.5 | -5.0 | -3.9 | 6.3 | 9.3 | 5.6 | -0.9 | -2.0 | i | -1.3
Cc1ccc(NC(=O)c2ccccc2N(C)S(C)(=O)=O)cc1C | -1.6 | -39.1 | -6.6 | 16.9 | 17.8 | 4.1 | 2.0 | -0.4 | i | -0.4
CCN(CC)Cc1c(O)ccc2c(=O)c(-c3ccccc3OC)coc12 | -3.5 | -31.2 | -5.4 | 8.1 | 5.3 | -5.8 | -3.3 | 2.3 | i | 0.9
N#CC(c1ccccn1)(c1ncc(C(F)(F)F)cc1Cl)N1CCOCC1 (centres undefined) | 0.9 | 2.8 | 3.1 | 3.2 | 8.6 | 5.1 | -1.5 | -4.0 | i | -2.1
COCn1c(-c2ccc(OC)cc2)nc2ccccc21 | 1.5 | -97.2 | -32.6 | 21.2 | -49.7 | -191.9 | 2.2 | 4.3 | i | -2.9
CCOc1ccccc1NC(=O)Cn1c(=O)oc2cc(Cl)ccc21 | -2.1 | -39.6 | 6.2 | -12.2 | -10.4 | -8.7 | -0.5 | 2.5 | i | -2.2
Cc1ccc(-n2nc3ccc(NC(=O)c4cccc([N+](=O)[O-])c4C)cc3n2)cc1 | 2.6 | -21.6 | 11.2 | 15.2 | 37.2 | -66.3 | -1.6 | -9.8 | i | .

Bioassay records as filed in PubChem BioAssay.

This is a subset; count on the stated rates, not on these rows.
